# Screening results (PubChem BioAssay)
# GlmU inhibition = inhibition of mycobacterial GlmU enzyme – biochemical, glucosamine-1-phosphate acetyltransferase (AID 1376); Bifunctional protein GlmU (Mycobacterium tuberculosis (strain ATCC 25618 / H37Rv)); M. tuberculosis GlmU acetyltransferase enzyme assay; higher % means a stronger effect; inhibition, %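 (tested at 30 µM in the primary screen)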, or IC50 in µM where a hit was titrated; 220,000 tested, 0.25% active; in the data active means inhibition above about 13%;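 further: 0% = complete reaction with vehicle and 100% = reaction without substrate; strong numbers were not always called active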
# Mtb RmlCD inh = M. tuberculosis RmlC/RmlD coupled enzyme inhibitors, primary screen, biochemical, compound mixtures, 384-well, from 1536-well plates | dTDP-4-dehydrorhamnose reductase (Mycobacterium tuberculosis (strain ATCC 25618 / H37Rv)) … | RmlC+RmlD coupled enzyme assay, percent inhibition; primary screen in compound mixtures | inhibition, % at 3.6 µM | 160,000 tested, 0.03% active; in the data active means inhibition mostly above about 34%, no sharp cut-off; further: some results filed as inactive read as strong as hits
# Target sequence (P9WH09 whole entry, looked up): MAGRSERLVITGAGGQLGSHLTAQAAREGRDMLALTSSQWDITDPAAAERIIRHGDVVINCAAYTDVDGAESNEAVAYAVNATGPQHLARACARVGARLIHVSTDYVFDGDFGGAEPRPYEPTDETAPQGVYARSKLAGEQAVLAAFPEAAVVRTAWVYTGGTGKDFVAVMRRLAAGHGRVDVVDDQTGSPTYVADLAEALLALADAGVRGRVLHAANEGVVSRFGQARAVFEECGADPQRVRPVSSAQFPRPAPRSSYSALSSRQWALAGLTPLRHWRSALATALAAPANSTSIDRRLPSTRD
# Target sequence (P9WH11 whole entry, looked up): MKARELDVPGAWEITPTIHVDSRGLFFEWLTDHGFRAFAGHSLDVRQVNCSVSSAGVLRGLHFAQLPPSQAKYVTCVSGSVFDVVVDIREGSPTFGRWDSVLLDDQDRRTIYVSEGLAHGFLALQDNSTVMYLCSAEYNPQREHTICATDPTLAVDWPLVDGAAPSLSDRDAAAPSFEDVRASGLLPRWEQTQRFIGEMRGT
# Starred values were filed as active, the others as inactive; · = not tested or not shown; & = joins results of further samples.
structure | GlmU inhibition | Mtb RmlCD inh
CCOC(=O)c1[nH]ncc1CN1CCCC(C(=O)c2ccc(OC)cc2C)C1 (stereo unspecified) | 2.8% | -12
CC(=O)C1C2c3ccccc3OC1(C)N=c1s/c(=C/c3cnn(C)c3)c(=O)n12 (stereo unspecified) | 1.2% | ·
O=c1ccc2ccc(Oc3ccc([N+](=O)[O-])cc3[N+](=O)[O-])cc2o1 | -3.6% | 1
Cc1c(C(=O)OCC2CCCO2)[nH]c2c1C(=O)CC(c1ccc(N(C)C)cc1)C2 (stereo unspecified) | -2.9% | 9
O=C(NCC1(c2ccccc2)CCCC1)C1(c2ccccc2)CCCC1 | -5.4% | ·
C=CC[C@H]1Cc2c(cccc2[N+](=O)[O-])[C@H](CC=C)N1 | -2.5% | 4
CC(CSc1nnnn1-c1ccccc1)Cn1c(N2CCCC2)nc2c1c(=O)[nH]c(=O)n2C (stereo unspecified) | -2.4% | 6
CC(=O)N(Cc1ccccc1)c1ncc2c(n1)c(=O)c(C#N)c1ccccn12 | 5.8% | -6
CC(=O)Nc1ccc(S(=O)(=O)Oc2ccc(/C=N/NC(=O)c3ccc(Cl)cc3)cc2)cc1 | 0.2% | ·
CC(C)(C)NC(=O)CN(C(=O)C1CSC(=O)C1)c1ccc2c(c1)OCCO2 (stereo unspecified) | -6.7% | ·
O=C(Nc1cc(Cl)ccc1N1CCOCC1)c1cnccn1 | -6.3% | -2
Cn1c(SCC(=O)Nc2cc(C(C)(C)C)nn2-c2ccccc2)nc2ccccc21 | -3.9% | ·
S=c1[nH]nc(-c2ccc(Cl)cc2)n1Cc1ccccc1 | 2.9% | ·
Cc1ccc(-c2cn(-c3ccccc3)c(SCC(N)=O)n2)cc1C | -4.5% | 8
CN(C)c1cccc(C(=O)N/N=C/c2ccsc2)c1 | 0.7% | ·
Nc1c(C(=O)OCC2CCCO2)c2nc3ccccc3nc2n1C1CCCCC1 (stereo unspecified) | -6.0% | 36
CNC(=S)NCc1ccc(Cl)cc1 | 1.1% | ·
Cc1ccc(S(=O)(=O)N(C)CC(=O)NC2CCCC2)cc1 | -3.8% | -4
C/C(CC(=O)Nc1ccc(Cl)cc1C(F)(F)F)=N\NC(=O)c1cccs1 | 0.5% | -6
O=C(NC(C(=O)c1ccccc1)n1cnccc1=O)c1ccccc1 (stereo unspecified) | -4.6% | ·
O=C1OC(c2ccccc2)=N/C1=C\N1CCCCC1 | 1.6% | ·
CC1CCCN(C(=O)Cn2nnc(-c3cccnc3)n2)C1 (stereo unspecified) | 1.1% | 0
Cc1ccc(-c2noc(C3CCN(S(=O)(=O)c4ccc5c(c4)OCCO5)CC3)n2)o1 | 0.9% | ·
Cc1noc(C)c1S(=O)(=O)Nc1ccc(O)c2c(=O)cc(-c3ccccc3Cl)oc12 | 2.6% | ·
COc1ccc(S(=O)(=O)NCCc2nnc3ccc(SCC(=O)Nc4cc(C)on4)nn23)cc1 | -0.7% | ·

# Quoted at random: 5 compounds from above
structure | GlmU inhibition | Mtb RmlCD inh
Cc1ccc(S(=O)(=O)N(C)CC(=O)NC2CCCC2)cc1 | -3.8% | -4
CC(=O)C1C2c3ccccc3OC1(C)N=c1s/c(=C/c3cnn(C)c3)c(=O)n12 (stereo unspecified) | 1.2% | ·
C=CC[C@H]1Cc2c(cccc2[N+](=O)[O-])[C@H](CC=C)N1 | -2.5% | 4
CN(C)c1cccc(C(=O)N/N=C/c2ccsc2)c1 | 0.7% | ·
Cc1c(C(=O)OCC2CCCO2)[nH]c2c1C(=O)CC(c1ccc(N(C)C)cc1)C2 (stereo unspecified) | -2.9% | 9

# (next part)
structure | GlmU inhibition | Mtb RmlCD inh
Cc1ccc(-n2c(N)c(Br)c(=O)[nH]c2=O)cc1C | -0.5% | 34
COc1ccc(-c2cc(C(=O)Nc3c(C)nn(Cc4ccccc4)c3C)no2)cc1 | 1.5% | 3
O=C(CCc1ccc(S(=O)(=O)NCCc2ccccc2)cc1)Nc1ccc2c(c1)OCCO2 | -2.0% | -5
CCn1c(C)nc2cc(C(=O)NNC(=S)Nc3ccc(OC)cc3)ccc21 | -5.0% | -7
O=C(NC1CCCC1)C(c1ccc(Cl)cc1)N(Cc1ccc(F)cc1)C(=O)CCl (stereo unspecified) | -5.9% | 2
NC(=O)CN1CC(c2ccccc2)CC1=O (stereo unspecified) | 0.8% | 4
O=C(CSc1ccc(-c2cccnc2)nn1)c1ccc([N+](=O)[O-])cc1 | 2.9% | 7
CCOC(=O)c1c(C)nc(C(Cl)(Cl)Cl)nc1N | -6.0% | 9
CCC(=O)N1CCc2cc(Br)cc(S(=O)(=O)NCC3CCCO3)c21 (stereo unspecified) | -1.8% | ·
CCOC(=O)c1c(-c2ccccc2)[nH]c2ccc(O)cc12 | 0.9% | 9
CC(=O)c1cccc(NC(=O)c2ccc(N(Cc3ccc(C)cc3)S(C)(=O)=O)cc2)c1 | -2.1% | ·
C=CCNC(=S)N/N=C/c1ccc(C)s1 | -2.7% | 0
CCN(C(=O)COC(=O)c1cc(OC)c(OC)cc1[N+](=O)[O-])C1CCS(=O)(=O)C1 (stereo unspecified) | 1.0% | -13
Cc1c(-c2ccccc2)n[nH]c1C(=O)N=Nc1c(O)[nH]c2ccccc12 | -5.7% | 6
C=CCOC(=O)C1=C[C@@H](c2coc3ccccc3c2=O)[C@H](CCCO)[C@@H](OCC)O1 | 2.8% | ·
Nc1c(O)cccc1C(=O)O | 2.8% | ·
COC(=O)CC(=O)Cc1nc(N)nc(Nc2ccc(C)c(C)c2)n1 | -5.8% | ·
Cc1cccc([N+](=O)[O-])c1NC(=O)CN(Cc1ccccc1)Cc1ccccc1 | 8.4% | 5
Cc1ccc(-n2nc3c([n+]2[O-])CCc2nonc2-3)cc1 | -2.1% | 18
COc1ccc(N2C(=O)c3ccccc3NC2(C)C)cc1 | 4.8% | 4
Cc1nn(C2CCOC(C)(C)C2)c2c1C(c1ccc(OC(C)C)cc1)SCC(=O)N2 (stereo unspecified) | -0.1% | ·
O=C(CSc1nnc(-c2cccs2)n1Cc1ccco1)Nc1ccc2c(c1)OCO2 | 2.9% | ·
CC(C)(NC(=O)N1CCCC1)c1cccc(C(C)(C)NC(=O)N2CCCC2)c1 | 0.7% | 6
Cn1c(/C=C/N2CCOCC2)c(C(=O)c2ccc(Br)cc2)c(=O)n(C)c1=O | 3.2% | -1
CCC(=O)c1ccc(SC(=O)N(C)C)cc1O | 1.2% | 5

# The list continues:
mol | GlmU inhibition | Mtb RmlCD inh
COc1ccc(CNC(=O)/C=C/c2cc([N+](=O)[O-])ccc2OC(F)F)cc1 | -3.2% | 3
O=C(Cc1ccc([N+](=O)[O-])cc1)N/N=C/c1ccc([N+](=O)[O-])o1 | 0.7% | -12
C=C(C)C1(O)OC(=O)C=C1OC (stereo unspecified) | 2.4% | 7
CC1=NOC(=O)/C1=C\c1ccccc1 | -7.1% | 9
CCOC(=O)C1C(c2ccc(C)o2)NC(=O)NC1(O)C(F)(F)F (stereo unspecified) | · | -10
CCC(C(=O)NC1CCCCC1)n1c(SCc2ccc(F)cc2)nc2ccncc21 (stereo unspecified) | 3.6% | ·
C=CCN1C(=O)C(C)S/C1=N\S(=O)(=O)c1ccc(Cl)cc1 (stereo unspecified) | 3.9% | -7
CC(C)(C)NC(=O)c1cccc2c1OC(C)(C)C2 | -1.6% | -10
C=CCNC(=O)c1ccc(C(=O)c2ccccc2)cc1 | -1.5% | ·
O=C(Cc1ccc(Cl)cc1)Nc1ccccc1C(=O)Nc1ccc(C(=O)O)cc1 | -3.3% | -4
COc1ccc(/C=C/C(=O)c2ccccc2)c(OC)c1 | 0.7% | -2
O=C(NCCN1CCc2ccccc2C1)C1CC(=O)N(C2CCCC2)C1 (stereo unspecified) | 2.8% | -12
Cc1nnc(NC(=O)C2CCCN(S(=O)(=O)Cc3ccccc3)C2)s1 (stereo unspecified) | 1.1% | 3
CN(CCCNC(=O)c1ccc(N2CCCC2=O)cc1)c1ccccc1 | -5.6% | ·
O=c1c2ccccc2ncn1Cc1cccc2ccccc12 | -0.5% | 5
CC(=O)c1cccc(CN2CCN(C3CCCCC3)C(CCO)C2)c1 (stereo unspecified) | -6.9% | ·
CC(=O)c1cc(C#N)c(Oc2cc(C)cc(C)c2)nc1C | 1.5% | -21
CCOC(=O)N1CCC(NC(=O)c2cc(C(=O)Nc3ccc(F)cc3F)ccc2CO)CC1 | -1.3% | ·
Cc1ccc(S(=O)(=O)N2CCCCC2C(=O)N2CCN(c3ccccc3F)CC2)cc1 (stereo unspecified) | -2.8% | ·
CSc1sc(C(=O)N(C)C)c2c1S(=O)(=O)N(C)c1ccccc1-2 | -1.2% | 11
Cc1cc(C(=O)CSc2nnnn2-c2ccc(O)cc2)c(C)n1Cc1ccc2c(c1)OCO2 | 5.5%&2.1% | ·
COc1cc(C(=O)Nc2nc(-c3ccc(C)cc3)cs2)ccc1OCC(=O)N1CCOCC1 | -3.9% | -1
O=C(NN=C1CCN(Cc2ccccc2)CC1)c1cc(Br)ccc1O | -0.7% | 5
Cc1ccc(C(=O)NN2C(=O)C3C(C2=O)C2C=CC3C23CC3)cc1 (stereo unspecified) | -7.1% | -7
Cc1csc(N(C)C(=O)CSc2nnc(COc3ccccc3C)o2)n1 | 3.1% | 10
O=C(CN1CC(=O)Nc2ccccc21)NCCc1ccc(Cl)cc1Cl | -4.5% | 33
CC(=O)N1CCN=C1SCc1c(F)cccc1Cl | -0.4% | -12
O=C(C1=C[C@H](C2CC2)C[C@H](OCc2ccc(CO)cc2)O1)N1CCOCC1 | 3.1% | ·
O=C(O)CC1S/C(=N/N=C/c2ccc(-c3ccc(Cl)cc3[N+](=O)[O-])o2)NC1=O (stereo unspecified) | 12% | ·
O=C(C1CCCN(S(=O)(=O)c2ccccc2[N+](=O)[O-])C1)N1CCCC1 (stereo unspecified) | -6.8% | -42
CCOC(=O)c1c(C)oc2ccc(NS(=O)(=O)c3cccs3)cc12 | -0.3% | 1
Cc1ccc(C(=O)N2N=C3c4ccccc4S(=O)(=O)N3[C@H]2N(C)C)cc1 | -2.8% | 11
Brc1cc(Br)c2nc(-c3cccs3)ccc2c1 | -4.0% | 5
c1ccc(-c2nc(NCc3ccco3)c3ccccc3n2)nc1 | -12% | -8
O=[N+]([O-])c1ccccc1N/N=C/c1c[nH]c2ccccc12 | 2.1% | 8
COc1cc(OC)cc(C(=O)NC(=S)Nc2ccc(Cl)c(C(=O)O)c2)c1 | 0.8% | 6
Cc1ccc(-n2c(SCC(N)=O)nc3c([nH]c4ccccc43)c2=O)cc1 | -0.6% | -8
CC(C)C(C)NC(=O)COc1ccc(S(=O)(=O)N2CCOCC2)cc1[N+](=O)[O-] (stereo unspecified) | 6.6% | 7
COc1ccccc1Oc1ccc(N/C=C/C(=O)c2ccc(C)o2)cc1 | -6.1% | -15
CCCOc1ccc(C(=O)C(CCC(CNCC)C(=O)c2ccc(OCCC)cc2)CNCC)cc1 (stereo unspecified) | -10% | -8

# Entries of single compounds as entered above. Order of values: GlmU inhibition | Mtb RmlCD inh
# Results for CC(=O)C1C2c3ccccc3OC1(C)N=c1s/c(=C/c3cnn(C)c3)c(=O)n12 (stereo unspecified) → 1.2% | ·
# Results for Nc1c(O)cccc1C(=O)O → 2.8% | ·
# Results for COc1cc(C(=O)Nc2nc(-c3ccc(C)cc3)cs2)ccc1OCC(=O)N1CCOCC1 → -3.9% | -1
# Results for Nc1c(C(=O)OCC2CCCO2)c2nc3ccccc3nc2n1C1CCCCC1 (stereo unspecified) → -6.0% | 36

# Continuation.
mol | GlmU inhibition | Mtb RmlCD inh
N#Cc1ccc(OCC(=O)NN2Cc3ccccc3C2=N)cc1 | 0.4% | -4
CCC(C)NC(=O)c1ccccc1NC(=O)c1ccc(CSc2ccccc2)cc1 (stereo unspecified) | -0.7% | ·
CC(C)C(c1nnnn1C(C)(C)C)N1CCN(c2cccc(Cl)c2)CC1 (stereo unspecified) | -1.3% | 0
COc1cccc(NC2c3ccccc3C(=O)N2Cc2ccco2)c1 (stereo unspecified) | -3.0% | -11
COC(=O)c1ccccc1NC(=O)C1CCCN(S(=O)(=O)c2ccc(F)cc2)C1 (stereo unspecified) | 4.7% | ·
c1ccc(Sc2ncnc3ccccc23)cc1 | 3.2% | 11
CCOC(=O)NC(=S)Nc1ccc(C(C)(C)C)cc1Br | 1.0% | -8
c1ccc(-c2cn3nc(-c4ccccc4)sc3n2)cc1 | 4.8% | ·
Cc1c(-n2cc(C(=O)c3cc(Br)ccc3O)cc(C#N)c2=O)c(=O)n(-c2ccccc2)n1C | -4.2% | 6
CSc1nc2ccccc2c(=O)n1C1CCOC(C)(C)C1 (stereo unspecified) | -2.5% | -2
Nc1nc(-c2ccco2)nn1C(=O)CCc1ccccc1 | 1.2% | ·
CCOC(=O)c1[nH]c(C)c(/C(O)=C2\C(=O)C(=O)N(CCCN3CCOCC3)C2c2cccnc2)c1C (stereo unspecified) | 2.8% | ·
O=C(NCCSCc1ccco1)Nc1ccc(Cl)cc1 | 3.6% | 3
O=C(COC(=O)CSCc1ccccc1)NCc1ccccc1 | 1.8% | ·
CC1(C)OC(c2ccccc2)=C/C(=C/C=C2C(=O)NC(=S)NC2=O)O1 | -0.5% | 7
CCc1cccc2c(C(=O)CSc3nnc(-c4ccncc4)n3C)c[nH]c12 | -5.8% | 4
COC(=O)c1sc(NC(=O)c2ccc(Cn3cc(Cl)cn3)o2)c(C#N)c1C | 9.5% | ·
Oc1cccc(/C=N/N2CCN(c3ccccn3)CC2)c1 | 6.9% | -6
C=CCn1c(SCC(=O)Nc2ccccc2C)nc2sc(C)c(C)c2c1=O | -0.5% | ·
CCOC(=O)C(/C=C(\C#N)C(=O)OCC)=C(/N)N1CCN(c2ccc(OC)cc2)CC1 | -0.3% | 13
CC(=C1C(=O)c2ccccc2C1=O)N1CCC(C(N)=O)(N2CCCCC2)CC1 | 0.6% | -6

# Only part of the results is shown; rates above refer to the full screens.
